Screens: PubChem, The Scripps Research Institute Molecular Screening Center
TbREL1 primary – TbREL1 inhibition, primary screen. TbREL1 RNA ligation, FRET fluorescence. inhibition, % at 9.66 µM. 0.49% of 89,000 active. AID 1117264;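 active = inhibition above the mean inhibition across all screened compounds plus 3 SD, cut at about 11% in these data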;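 also: 0% = plate median of test wells and 100% = NSC42067 control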
Target sequence (P86926 whole entry, looked up): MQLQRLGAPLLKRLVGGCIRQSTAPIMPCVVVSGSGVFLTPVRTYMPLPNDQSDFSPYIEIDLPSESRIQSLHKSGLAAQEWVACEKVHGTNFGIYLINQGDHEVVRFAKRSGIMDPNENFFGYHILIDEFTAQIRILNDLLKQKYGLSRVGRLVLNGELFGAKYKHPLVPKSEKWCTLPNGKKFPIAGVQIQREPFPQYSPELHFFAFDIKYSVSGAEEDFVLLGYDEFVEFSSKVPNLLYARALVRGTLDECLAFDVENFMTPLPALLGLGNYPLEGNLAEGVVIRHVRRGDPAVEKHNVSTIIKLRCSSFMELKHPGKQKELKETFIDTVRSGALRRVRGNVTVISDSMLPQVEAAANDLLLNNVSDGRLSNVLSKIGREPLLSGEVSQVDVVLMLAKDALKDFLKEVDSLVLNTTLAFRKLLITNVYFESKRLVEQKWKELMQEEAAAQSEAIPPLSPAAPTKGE
* marks the source's active call; other numbers are inactive results.

The first 3 compounds (preview)
smiles	TbREL1 primary
COc1ccc(N(C)S(=O)(=O)c2cccc(C(=O)Nc3nc(C)cs3)c2)cc1	5
CC(C)(C)c1ccc(-c2cc(C(=O)NNC(=O)Nc3ccccc3)c3ccccc3n2)cc1	2
COC(=O)CNC(=O)c1nn(-c2cccc(OC)c2)c(=O)c2ccccc12	-1

Results, previewed entries included:
smiles	TbREL1 primary
COc1ccc(N(C)S(=O)(=O)c2cccc(C(=O)Nc3nc(C)cs3)c2)cc1	5
CC(C)(C)c1ccc(-c2cc(C(=O)NNC(=O)Nc3ccccc3)c3ccccc3n2)cc1	2
COC(=O)CNC(=O)c1nn(-c2cccc(OC)c2)c(=O)c2ccccc12	-1
COc1ccc2c(CC(=O)Nc3c(C)n(C)n(-c4ccccc4)c3=O)coc2c1	5
O=C(Nc1ccccc1)C1=C[C@H](c2ccc3c(c2)OCO3)C[C@H](OCCCCO)O1	-1
CCc1cccc(NC(=O)CCNS(=O)(=O)c2cccc3nonc23)c1	1
CCOc1ccc2nc(NC(=O)Cn3[nH]c(=O)c4ccccc4c3=O)sc2c1	6
COc1ccc(Br)cc1[C@H]1[C@@H]2C=CCC[C@@]2(C)C(=O)N1Cc1ccccc1	1
Cc1ccc(F)cc1NC(=O)c1cccc(N(C)C)c1	-2
CC(OC(=O)C1CCN(S(=O)(=O)c2ccc3c(c2)OCCO3)CC1)C(=O)NC1(C#N)CCCCC1 (stereo not drawn)	1
O=C(Cc1ccc2ccccc2c1)NC(Cc1ccccc1)C(=O)O (stereo not drawn)	0
CCN1CCN(Cc2ccc(NC(=O)c3ccc(C)c(NC(=O)c4cc(-c5ccc(Br)cc5)n[nH]4)c3)cc2C(F)(F)F)CC1	5
COc1cc(OC)cc(C(=O)NCC(=O)OCc2nc3ccccc3s2)c1	3
Cc1coc2c(O)cc3c(c12)OC1(N2CCCCC2)C(=O)NCCCC31 (stereo not drawn)	3
O=C(Nc1cccc(F)c1)Nc1ccccn1	0
Cc1noc(C)c1COC(=O)[C@@H](NC(=O)c1ccccc1Cl)C(C)C	-4
Cc1cc(NS(=O)(=O)c2ccc(NC(=O)COc3ccc(Cl)c(C)c3)cc2)no1	0
O=C(Nc1ccc(C(F)(F)F)cc1)c1cccnc1N1CCOCC1	0
COc1ccc(S(=O)(=O)NCc2cccnc2)cc1C(=O)Nc1ccccc1	0
COc1ccc(CCn2c(C)cc(C(=O)CSc3nnnn3-c3ccccc3)c2C)cc1	0

Ordered by molecular weight (rising): 3 of the compounds above
smiles	TbREL1 primary
Cc1coc2c(O)cc3c(c12)OC1(N2CCCCC2)C(=O)NCCCC31 (stereo not drawn)	3
Cc1noc(C)c1COC(=O)[C@@H](NC(=O)c1ccccc1Cl)C(C)C	-4
COc1ccc2c(CC(=O)Nc3c(C)n(C)n(-c4ccccc4)c3=O)coc2c1	5

The list goes on.
smiles	TbREL1 primary
NS(=O)(=O)c1ccc(NC(=S)NCc2ccc3c(c2)OCO3)cc1	-2
O=C(O)/C=C/C(=O)Nc1ccccc1-c1ccccc1	2
CCOc1ccc(S(=O)(=O)N/N=C\c2ccc3c(c2)OCO3)cc1	-3
O=[N+]([O-])c1cccc(/C=N/NC2CCS(=O)(=O)C2)c1 (stereo not drawn)	-1
C=CCn1c(SCc2ccc(Br)cc2F)nc2cc(C(=O)O)ccc2c1=O	0
C=CCn1c(-c2ccc(Cl)cc2)ccc(C#N)c1=O	4
CCOc1ncccc1C(=O)OCC(=O)NCCc1ccccc1	2
COCCn1c(C)cc(C2=NNC(=Nc3ccccc3F)SC2)c1C	-3
O=C(/C=C/C(Cl)(Cl)Cl)Nc1ccc(Cl)cc1	2
O=C(/C=C/c1ccccc1)NCCCNC(=O)/C=C/c1ccccc1	-1
Cc1ccc(C(=O)N2CCC3(CC2)Oc2ccc(Cl)cc2C(=O)C32CC(c3ccccc3)=NO2)s1 (stereo not drawn)	1
Cn1c(=NC(=O)COc2ccccc2)sc2cccc(F)c21	1
CN(CCO)c1ccc2c(c1)OC[C@@H](Cc1ccccc1)NS2(=O)=O	1
C/C(Cl)=C/Cn1c(N2CCCC2)nc2c1c(=O)n(C)c(=O)n2C	4
O=C(NS(=O)(=O)NC1CCCCC1)C1=C(N2CCCC2)COC1=O	0
CC(C)(C)NC(=O)Cn1nnc(-c2ccc(S(C)(=O)=O)cc2)n1	6
N#CCSc1nc2ccccc2o1	5
C=CCNC(=S)NN=C1CCC(c2ccccc2)CC1 (stereo not drawn)	2
CCc1ccc(C(=O)NNc2ccc(S(N)(=O)=O)cc2)cc1	0
CN1CCN(C(=O)c2ccc(Cn3cc(Cl)cn3)o2)CC1	1
O=C(COC(=O)c1n[nH]c(=O)c2ccccc12)NCc1ccccc1	2
CCCCc1ccc(NC(=O)COCC)cc1	5
COc1cccc(C2c3c(oc4ccc(F)cc4c3=O)C(=O)N2CCCN2CCOCC2)c1 (stereo not drawn)	0
S=c1[nH]nc(-c2ccco2)n1/N=C/c1ccc(Br)s1	-4
COc1ccccc1OCC(=O)Nc1ccccc1C(=O)N1CCCC1	3
O=C(Cc1cccs1)NNC(=S)NC(=O)c1ccco1	-6
O=C(Cc1ccccc1)N1O[C@H]2C=C[C@@H]1CC2	-1
CCOC(=O)C1CCN(C(=O)C2CCCN2S(=O)(=O)c2ccc(Cl)cc2)CC1 (stereo not drawn)	7
Cn1cc(Cl)c(-c2n[nH]c(=S)n2C2CCCCC2)n1	-3
CCc1cc2c(-n3nc(C)cc3C)ncnc2s1	-1
O=C(NCc1ccccc1Cl)C1CCC(CNS(=O)(=O)c2cccc3cccnc23)CC1 (stereo not drawn)	4
COc1ccc(CCNC(=O)C2CCN(S(=O)(=O)c3ccc4nc5c(c(C(=O)O)c4c3)CCCC5)CC2)cc1OC	3
CCCCn1c(N)c(N(CC(C)C)C(=O)CCCc2nc3ccccc3s2)c(=O)[nH]c1=O	-3
Cc1cc(C(=O)C(=O)NC(C)C)c(C)n1-c1ccc([N+](=O)[O-])cc1	4
CCOC(=O)[C@@H]1[C@H]2COc3ccccc3[C@H]2N2C(=O)N(c3ccc(F)cc3)C(=O)[C@]12C	-1
COc1ccc(C(O)c2nccn2Cc2ccccc2)cc1 (stereo not drawn)	-1
Cc1ccc(/C(N)=N/OC(=O)c2cccs2)cc1	1
Cc1ccc(CS(=O)(=O)c2ncn[nH]2)cc1	2
O=C(CCNS(=O)(=O)c1cccc(C(F)(F)F)c1)NC1CC1	0
CCCCC[C@H](C)N1C[C@@H](COCc2ccccc2)Oc2cc(N3CCC[C@@H]3COC)ccc2S1(=O)=O	0
CC(=O)c1ccc(S(=O)(=O)N2CCN(C(=O)CN3C(=O)NC4(CCCC4)C3=O)CC2)cc1	-2
CCCCn1c(SCC(=O)Nc2oc(C)c3c(C)n[nH]c(=O)c23)nc2cc(S(N)(=O)=O)ccc21	-3
CCN(C(=O)CSc1ncccn1)c1cccc2ccccc12	-3
COc1cc(C(=O)NC2CC(C)(C)CC(C)(C)C2)ccc1OC1CCN(C(C)=O)CC1	-1
CC1(C)CSC(=NCCc2ccccc2)N1C(=O)c1ccc(C#N)cc1	0
COc1ccccc1C1C=C(c2ccccc2)Nc2nnnn21 (stereo not drawn)	1
O=C(CSC1=Nc2ccccc2C2=NC(CC(=O)NCc3ccco3)C(=O)N12)NCc1ccco1 (stereo not drawn)	-2
O=C1c2ccccc2C(=O)N1CCc1ccccn1	2
O=C(CN1C(=O)CC(c2ccccc2)S(=O)(=O)c2ccccc21)N1CCCC1 (stereo not drawn)	0
O=[N+]([O-])c1cc(-c2cnc3ccccc3n2)ccc1Oc1ccc(Cl)cc1	3
Cc1cc(C)c(S(C)(=O)=O)c(Oc2cccc(C(F)(F)F)c2)n1	-2
O=Cc1cn(CC(=O)N2CCCCC2)c2ccccc12	-1
Cc1ccc(OCCNC(=O)Cn2cnc3c(=O)n(C)c(=O)n(C)c32)cc1C	-3
S=c1[nH]nc(-c2n[nH]c3c2CCC3)n1N=Cc1c[nH]c2ccccc12	-4
Cc1ccc(Cl)cc1Nc1nc(-c2sc(NC(=O)C(C)(C)C)nc2C)cs1	2
O=C(CC12CC3CC(CC(C3)C1)C2)NCC(c1ccc(F)cc1)N1CCOCC1 (stereo not drawn)	-2
CN(Cc1ccsc1)C(=O)CCc1nnc(CCCc2ccccc2)o1	-4
Cc1ccc(S(=O)(=O)NCCC(=O)N2CCOCC2)cc1C	-1
COc1ccc(Nc2nc(-c3cccs3)cs2)cc1	0
O=c1cc(O)c2c(=O)n(-c3ccccc3)c3c(c2o1)CCCCCC3	5

(listing goes on)
smiles	TbREL1 primary
CCc1nc(SCC(=O)NNC(=O)C2CCCCC2)c2ccccc2n1	-1
COc1ccc(S(=O)(=O)N2CCCCCC2)cc1C(=O)NCc1ccccc1Cl	8
CCN(CC)S(=O)(=O)c1ccc(C)c(NC(=O)CNc2cccc(S(=O)(=O)N3CCCC3)c2)c1	1
COc1cc2nc(CN(CCC(C)C)Cc3nc4cc(OC)c(OC)cc4c(=O)[nH]3)[nH]c(=O)c2cc1OC	8
Cc1ccc(SCc2cn3cc(Cl)ccc3n2)cc1	1
Cc1ccc(NC(=S)N/C(=N/S(=O)(=O)c2ccccc2)c2ccccc2)cc1	-6
COc1ccc(S(N)(=O)=O)cc1C(=O)NCCCN1CCN(c2ccccc2OC)CC1	2
Cc1cc(OCc2ccc(F)cc2)nc(-c2ccccc2O)n1	1
N=C1/C(=C\c2ccc(SCc3ccccc3)o2)C(=O)N=C2SC(CC(=O)N3CCOCC3)=NN12	-1
COc1cccc(N(C(=O)c2ccco2)C(C(=O)NC2CCCC2)c2ccc(N(C)C)cc2)c1 (stereo not drawn)	8
COc1cccc(NC(=O)CSc2ccc3nnc(-c4ccncc4)n3n2)c1	1
CCOc1cc(C2C3=C(CCCC3=O)N(CCC(=O)O)C3=C2C(=O)CCC3)ccc1OS(=O)(=O)c1ccc(C)cc1	1
CCn1c2ccccc2c2cc(NC(=O)CC(C)=O)ccc21	-2
CCCCC(CC)C(=O)Nc1ccc(S(=O)(=O)Nc2nccs2)cc1 (stereo not drawn)	-1
Cc1ccc(C2CC(C(F)F)n3ncc(C(=O)Nc4cnn(Cc5ccccc5C)c4)c3N2)cc1 (stereo not drawn)	2
COc1ccc(OC)c(CC(NC(C)=O)C(=O)NC2CCN(c3nc(OC)nc(OC)n3)CC2)c1 (stereo not drawn)	-2
NC(=O)c1ccc[n+](Cc2cccc3ccccc23)c1	-1
Nc1nc(N)c2cc(Sc3ccc4ccccc4c3)ccc2n1	2
O=C(Nc1cccc(-c2csc(Nc3cccc(C(F)(F)F)c3)n2)c1)c1cc([N+](=O)[O-])cc(C(F)(F)F)c1	8
Cc1ccc(NC(=O)c2ncn(CCCNCCCN(C)C)n2)cc1C	3
C=CCNC(=O)C1CC(=O)N(c2ccc(OCC(=O)Nc3ccc(Cl)c(C(F)(F)F)c3)cc2)C1 (stereo not drawn)	1
CC1(C)Cc2cccc(OCC(=O)N3CCN(c4ccccc4F)CC3)c2O1	-1
O=C1CC2CCCC(C1)S2=O (stereo not drawn)	-2
O=C(CSc1nnc2ccccn12)N1CCc2ccccc21	3
COc1cc(N2CCCC2)c(OC)cc1/C=C1/NC(=S)NC1=O	-3
O=C(Oc1ccccc1)c1cccc(COC(=O)c2cnccn2)c1	0
CCc1cccc(CC)c1NC(=S)NCc1ccc2c(c1)OCO2	-5
COc1ccccc1-n1cnnc1SCC(=O)NC1CCS(=O)(=O)C1 (stereo not drawn)	0
C#Cc1ccc(NC(=O)C2(C)CCN2C(=O)c2ccccc2CCc2ccccc2)cc1 (stereo not drawn)	0
CCCCNC(=O)C(C)N(CCN(C)C)C(=O)CCCCCN1C(=O)NC(c2ccc(Cl)cc2)C(C(=O)OCc2ccccc2)=C1C (stereo not drawn)	3
Cc1ccccc1C(=O)NC(=S)Nc1ccc(S(=O)(=O)N2CCN(C)CC2)cc1	-1
O=[N+]([O-])c1cccc(/C=N/NC2=NS(=O)(=O)c3ccccc32)c1	5
C[C@@H](N)C(=O)Nc1ccc(Cl)cc1C(=O)c1ccc[nH]1	-2
CCCOc1ccccc1N/C(=N/c1nc(C)cc(C)n1)NC(=O)COc1ccc(OC)cc1	1
CC(C)CCN(C)C1CCN(C(=O)Nc2ccc(Cl)cc2)CC1	3
CCOCCCNC(=O)C(c1ccc(OC)cc1)N(Cc1cccs1)C(=O)c1ccccc1O (stereo not drawn)	-4
COc1cc2c(cc1OC)C(COc1ccc3c(C)cc(=O)oc3c1)N(C(=O)c1ccco1)CC2 (stereo not drawn)	-1
CS(=O)(=O)Nc1ccc2c(c1)C(=O)OC2	-1
Cc1ccc(NC(=O)COC(=O)Cc2c[nH]c3ccccc23)cc1F	-3
Cc1cccc(CSc2cccc3cccnc23)c1	-3
COc1cc(NC(=O)c2cccs2)c(C(=O)OCC(=O)NC(=O)NC(C)(C)C)cc1OC	1
O=C(Cn1cnc2ccccc2c1=O)c1ccccc1	2
CC(=O)NC(=O)COC(=O)c1ccc2ncsc2c1	3
CCCCSCc1ccc(C(=O)O)o1	-2
CN(Cc1ccccc1)C(=O)c1ccc(NC(=O)Cc2ccc(NC(=O)C3CCN(C(=O)c4ccccc4)CC3)cc2)cc1	0
COc1ccc(C2=Nn3c(nnc3-c3ccccc3OC)SC2)cc1OC	-2
Cc1ccccc1C(=O)Nc1ccc(N2CCOCC2)nc1	-2

The list is partial; the hit share may differ from the screen's.
